# Compound activity as filed in PubChem.
# EP2 antag: human EP2 receptor antagonists, primary screen, TR-FRET cAMP, C6 glioma cells; Prostaglandin E2 receptor EP2 subtype (Homo sapiens), P43116; C6 glioma cells expressing human EP2; cells stimulated with saturating PGE2; inhibition, % at 25 µM; 260,000 compounds, 0.52% hits;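 active = percent inhibition above 40 after rounding to a whole number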;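 note: rat C6 glioma host cells with rolipram phosphodiesterase inhibitor present; the protocol text gives 20 µM as final concentration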
# Target sequence (P43116 whole entry, looked up): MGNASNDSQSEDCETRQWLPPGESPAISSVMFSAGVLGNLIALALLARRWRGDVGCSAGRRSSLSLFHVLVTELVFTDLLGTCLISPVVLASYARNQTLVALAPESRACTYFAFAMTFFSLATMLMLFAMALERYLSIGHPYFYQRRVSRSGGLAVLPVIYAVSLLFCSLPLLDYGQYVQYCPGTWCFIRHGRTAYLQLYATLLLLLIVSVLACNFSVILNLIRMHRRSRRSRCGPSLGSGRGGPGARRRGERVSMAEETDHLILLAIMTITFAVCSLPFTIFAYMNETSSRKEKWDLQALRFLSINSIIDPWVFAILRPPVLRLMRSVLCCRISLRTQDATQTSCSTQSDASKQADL
# TNF necrop inh: inhibitors of TNF-alpha triggered necroptosis, primary screen, cell-based, Jurkat FADD-/-, single concentration | 220,000 compounds, 0.068% hits | Jurkat FADD-/- TNF necroptosis rescue, ATP luminescence, 24 h; 0 = TNF only, 100 = no-TNF cells | activation (protection from cell death), % at 10 µM;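 active = activation, meaning protection from cell death, of at least 50% relative to plate controls; inactive = activation below 50%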;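 note: necroptosis triggered by 40 ng/mL TNF-alpha added together with compound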
# PPC-1+TRAIL kill: compounds killing PPC-1 cancer cells with TRAIL present, primary screen, TRAIL potentiator project, ATPLite luminescence, uHTS | cell killing (% activity), % at 4 µM | PPC-1 cells + TRAIL, ATPLite viability luminescence | AID 1443, 2008 | 220,000 compounds, 0.41% hits;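 active = cell killing above 50% in the first pass at 4 µM, then a duplicate retest at 5 µM averaging 50% or more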;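 note: plate controls were cells with TRAIL plus DMSO for no effect and medium-only wells lacking cells for full effect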
# TbHK1 inh: Trypanosoma brucei hexokinase 1 inhibitors, primary screen, biochemical, G6PDH-coupled NADH absorbance, MLSCN library | hexokinase 1 [Trypanosoma brucei] | recombinant TbHK1, G6PDH-coupled NADH A340 | inhibition, % at 10 µM | 220,000 compounds, 0.11% hits | AID 1430, 2008;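 active = inhibition of 50% or more in the single-dose primary screen; inactive = inhibition below 50%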
# zVAD death inh: inhibitors of zVAD-triggered necroptosis, primary screen, L929 cells. viability rescue, % at 10 µM. 220,000 compounds, 0.38% hits. L929 zVAD necroptosis rescue, ATP luminescence, 24 h; with zVAD 60 µM. AID 1377, 2008;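 active = activation, scaled between plate controls, above about 75%, limit read from the data; inactive = activation under that limit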;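 note: 0% = zVAD with DMSO and 100% = DMSO alone without zVAD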
# CHOP inhibitor: inhibitors of CHOP promoter induction, primary screen, cell-based, unfolded protein response, luciferase reporter. CHO-K1 CHOP-promoter luciferase, tunicamycin-induced, 15-18 h. inhibition, % at 10 µM. 220,000 compounds, 3.8% hits;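 active = compounds that reduced the stress-induced luciferase reporter signal by more than about 70% of percent inhibition, limit read from the data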;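 note: 0% = tunicamycin plus vehicle and 100% = wells without tunicamycin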
# Wee1 stabilizer: Wee1 degradation inhibitors, primary screen, cell-based, HeLa, Wee1K328M-luciferase, luminescence; HeLa Luc-Wee1K328M stability; 100% = proteasome inhibitor MG132 effect; reporter increase, % at 5 µM; 220,000 compounds, 1.2% hits;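 active = activation above the mean of all tested compounds plus 3 SD, set per screening run, cut at about 8.8% in these data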;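 note: cells exposed to compound for 20 h before luminescence read; 0% = DMSO alone and 100% = MG132 at 30 µM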
# FXIa inh 1536: human FXIa protease inhibitors, primary screen, biochemical, 1536-well. Coagulation factor XI (Homo sapiens), P03951. purified FXIa, Boc-Glu-Ala-Arg-AMC fluorogenic substrate. inhibition, % at 5 µM. 220,000 compounds, 0.14% hits. AID 798, 2007;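 active = inhibition of at least 40%; inactive = inhibition below 40%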;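 note: fluorescence of freed AMC excited at 355 nm; 0% = enzyme without compound and 100% = no enzyme blank; many of its hits are not listed in these tables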
# Target sequence (P03951 19-387 limits assumed): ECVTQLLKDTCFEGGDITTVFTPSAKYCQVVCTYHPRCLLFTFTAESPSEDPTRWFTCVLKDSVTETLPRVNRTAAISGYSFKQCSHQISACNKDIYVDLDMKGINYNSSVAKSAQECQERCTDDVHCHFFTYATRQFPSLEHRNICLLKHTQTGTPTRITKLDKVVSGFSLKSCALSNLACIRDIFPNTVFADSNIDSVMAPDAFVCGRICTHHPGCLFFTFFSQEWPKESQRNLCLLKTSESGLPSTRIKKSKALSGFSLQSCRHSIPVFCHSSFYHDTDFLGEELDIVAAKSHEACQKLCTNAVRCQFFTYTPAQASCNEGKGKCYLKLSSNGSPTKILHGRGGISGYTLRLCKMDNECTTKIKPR
# Target sequence (P03951 388-625 limits assumed): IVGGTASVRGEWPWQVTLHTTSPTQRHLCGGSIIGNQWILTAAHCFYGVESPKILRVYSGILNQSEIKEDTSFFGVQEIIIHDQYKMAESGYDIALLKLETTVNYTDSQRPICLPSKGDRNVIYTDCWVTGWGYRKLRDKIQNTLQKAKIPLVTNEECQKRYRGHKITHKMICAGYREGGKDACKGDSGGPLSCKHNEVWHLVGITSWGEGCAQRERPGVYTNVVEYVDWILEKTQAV
# FXIIa inh 1536: human FXIIa protease inhibitors, primary screen, biochemical, 1536-well; Coagulation factor XII (Homo sapiens), P00748; purified FXIIa, Boc-QGR-AMC fluorogenic substrate, 2 h; inhibition, % at 5 µM; 220,000 compounds, 0.3% hits; in the data active = inhibition above about 40%;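 note: 0% = enzyme with no compound and 100% = blank without enzyme; many of its hits are not listed in these tables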
# Starred values were filed as active, the others as inactive; x = no result given; & = joins results of further samples. The list is partial; count on the stated rates, not on these rows.
SMILES,EP2 antag,TNF necrop inh,PPC-1+TRAIL kill,TbHK1 inh,zVAD death inh,CHOP inhibitor,Wee1 stabilizer,FXIa inh 1536,FXIIa inh 1536
COc1ccc(-c2ccc(C#N)c(SCC(=O)OCc3ccccc3)n2)cc1OC,16,-5.6,-8,-3,0.2,2,1,-11,-20
NC(=O)C1CCN(CC(=O)NCc2ccccc2)CC1,11,1.2,-37,-5,0.1,32,-3,9,29
COc1ccc(CC(=O)Nc2ccc3c(c2)CCC3)cc1,4,2.8,24,-5,3.3,13,-1,-4,-3
COc1ccc(C2CC3(CC(C)(C)NC(=O)N3)Oc3cc(O)ccc32)cc1 (stereo not given),12,-0.6,-3,4,1.3,31,-3,-6,-3
O=C1N2CCSC2=NC1(Nc1nccs1)C(F)(F)F (stereo not given),7,-1.2,6,1,0.7,-13,0,-1,18
COc1ccc(N=C2C(=Nc3ccc(OC)cc3)N(c3ccc(OC)cc3)C(=S)N2c2ccccc2)cc1,9,2.7,2,-39,2.3,5,6,6,21
CCOC(=O)c1ccc(NC(=O)C2=C(C)Nc3nc(CCCO)nn3C2c2cccc(C)c2)cc1 (stereo not given),9,2.3,-18,-26,-0.3,7,0,4,6
C=CCn1c(C)cc(C(=O)CSc2nnc3c(Cl)cc(Cl)cn23)c1C,7,-0.2,-14,-17,0.7,14,-1,0,12
CC(C)C(=O)Nc1nnc(CCN2CCOCC2)s1,8,-0.1,4,-5,0.6,-4,-1,21,32
COc1cc(S(=O)(=O)N2CCC(C(N)=O)CC2)c(C)cc1C,10,-0.7,20,-3,0.8,-6,3,0,-1
CC(C)CC1C(C#N)=C(N)OC2=C1C(=O)CC(c1ccccc1)C2 (stereo not given),3,0.5,-7,1,0.0,4,0,2,5
Cc1sc2nc(SC3CCOC3=O)n(Cc3ccccc3)c(=O)c2c1C (stereo not given),7,-0.5,-6,-3,0.5,2,2,-3,7
O=C(c1ccccc1)N1CCN(CC#CC2(O)CCCCC2)CC1,6,0.1,9,2,0.2,-15,-1,-10,-11
O=S(=O)(c1ccc(-c2csc(-c3cccnc3)n2)cc1)N1CCOCC1,2,12,-9,-7,85*,18,4,0,10
COc1ccccc1NC(=O)Cn1nnc(-c2ccccc2NC(=O)c2cnccn2)n1,14&5,-1.8,21,2,-1.1,90*,1,1,2
O=C(Nc1cccc(Cl)c1)c1ccc(NCC2CCCO2)c([N+](=O)[O-])c1 (stereo not given),7,3.0,12,-16,0.9,14,-2,0,6
NNC(=O)c1ccc(COc2cccc3ccccc23)cc1,4,0.4,24,-1,0.7,-5,8,1,11
Cn1cc(CN(Cc2ccccc2)C[C@@H]2CCC(=O)N2)c(-c2ccccc2F)n1,6,1.2,-12,-18,-0.3,-24,3,1,11
Cc1nc2cc(-c3ccsc3-n3c(C)ccc3C)[nH]n2c(=O)c1Cl,27,0.0,19,3,0.6,15,0,3,14
COc1ccccc1/C=N/OCC(=O)NCc1ccc2c(c1)OCO2,3,1.1,-5,-7,-0.1,-9,3,1,12
O=C1CN2NC(=S)N(c3ccc(Cl)cc3)C2=CN1c1ccc(Cl)cc1,9,-1.0,19,-3,1.2,0,-2,-1,4
c1ccc(CSc2ccc(-c3ccccn3)nn2)cc1,14,1.4,16,-2,69,57,6,-4,7
Cc1ccc(OCCCCn2cnc3ccccc32)c(C)c1,9,-5.4,6,7,-0.1,61,-2,2,11
CCN1C(=O)C2C(c3cccc(F)c3)NC(C)(C(=O)OC)C2C1=O (stereo not given),6,-2.3,-1,-1,0.3,-24,-1,6,10
CC(C)n1c(SCCCc2ccccc2)nc2c1c(=O)[nH]c(=O)n2C,11,-1.2,23,0,0.8,97*,-1,-5,8
# Later entries
SMILES,EP2 antag,TNF necrop inh,PPC-1+TRAIL kill,TbHK1 inh,zVAD death inh,CHOP inhibitor,Wee1 stabilizer,FXIa inh 1536,FXIIa inh 1536
Cc1nc2[nH]c(=S)[nH]c2cc1Br,20,-2.3,4,-33,0.3,7,-4,-3,7
CC1=NN(C(=O)c2ccc(Br)cc2)C(O)(C(F)(F)OC(F)(F)F)C1 (stereo not given),x,-1.5,7,1,0.8,61,-2,5,13
COc1ccc(CNC(=S)NC2CCCC2)cc1,10,2.2,7,-9,0.1,0,2,5,10
Cc1ccc(NCc2ccc(O)c3ncccc23)cc1C,6,-0.8,14,-5,-2.0,24,1,-4,0
CC(=O)c1ccc(Nc2ncnc3c2oc2ccccc23)cc1,9,-1.9,-7,-23,1.1,50,5,1,4
Cc1ccc(S(=O)(=O)N(CC(=O)NCCSc2ccccn2)c2cc(C)cc(C)c2)cc1,6,-8.0,22,5,-0.4,1,2,-3,7
CC1=C2C(CCS2(=O)=O)CC2(C1)C(=O)OC(C)(C)OC2=O (stereo not given),9,-2.2,-6,5,0.5,22,0,2,8
COc1cc(O)sc1C=Nc1ccc(Cl)cc1Cl,1,-1.0,1,4,1.3,48,4,-3,7
O=C(CN1CCCC1=O)NC1C2CC3CC(C2)CC1C3 (stereo not given),11,1.0,-7,38,0.2,25,2,-4,3
O=c1[nH]oc2cc(Cl)ccc12,16,2.2,-1,-11,0.3,9,-1,-3,3
Cc1cccc(-c2onc3ccc(C4(C)OCCO4)cc23)c1,x,0.6,7,-20,0.1,106*,1,-6,-13
COc1ccc(C(=O)NCCSc2ccccc2)cc1OC,4,0.6,20,14,1.4,3,-1,0,6
COc1cccc(C(=O)N2CCN(Cc3ccccn3)CC2)c1OC,16,-0.2,11,0,1.0,0,0,-4,5
O=C(COc1ncnc2ccccc12)Nc1cccc([N+](=O)[O-])c1,6,1.8,-6,2,9.3,-12,0,2,8
CCCCNC(=O)/C(C#N)=C/c1ccc(-c2ccc(S(=O)(=O)N3CCOCC3)cc2)o1,2,8.6,21,-25,-0.3,1,3,9,3
O=C1c2ccccc2C(=O)N1/N=C/c1ccc(Oc2ccc([N+](=O)[O-])cn2)cc1,5,1.0,38,-1,0.7,-2,0,-1,-2
Cn1c(C(=O)N2CCN(C3CCCCC3)CC2)cc2c(=O)n(C)c3ccccc3c21,8,-0.2,21,-7,0.9,57,2,3,3
O=C(NC1CCCCCC1)C1CCN(c2nc3ccccc3o2)CC1,x,-4.0,3,-2,0.5,2,-2,-11,-6
CN=C1SC(CC(=O)Nc2ccccc2F)C(=O)N1C (stereo not given),8,3.9,2,-2,2.0,10,1,-2,3
N#CC1=C(SCC(=O)c2ccccc2)NC2=C(C(=O)CCC2)C1c1ccco1 (stereo not given),x,-15,22,-2,-0.3,-53,9.8*,0,5
Cc1cccc(C)c1NC(=O)N1C2CCC1CC(O)(c1cccnc1)C2 (stereo not given),7,0.9,12,1,2.0,2,0,-1,5
Cc1cc(C)cc(N(C(C)C(=O)NC2CCCC2)S(C)(=O)=O)c1 (stereo not given),4,0.5,7,1,1.2,24,-3,6,7
O=C1Nc2ccccc2N(O)N1c1ccc(S(=O)(=O)Nc2ccccn2)cc1,5,1.6,-6,16,2.0,9,5,-2,8
Cc1ccc(-c2nc(=S)c3c(n2Cc2cccnc2)CC(C)(C)OC3)cc1,6,1.2,13,-61,-0.8,1,-1,-2,3
Cc1cc2oc(C(=O)NCc3ccc(S(N)(=O)=O)cc3)c(C)c2cc1C,4,0.6,20,-7,19,23,0,-4,1
# (further entries)
SMILES,EP2 antag,TNF necrop inh,PPC-1+TRAIL kill,TbHK1 inh,zVAD death inh,CHOP inhibitor,Wee1 stabilizer,FXIa inh 1536,FXIIa inh 1536
Cc1sc2nc(CSc3ccccc3)nc(N3CCOCC3)c2c1C,11,1.3,24,34,0.6,72*,-2,-3,3
COC(=O)c1ccc(=O)c2nc3/c(=C/O)c(O)cc(=O)c3[nH]c12,15,-11,7,-63,2.9,-40,-2,10,7
O=C(CNCc1ccccc1)Nc1ccc(F)cc1,4,0.9,4,-4,-0.6,-3,1,-2,5
COc1cccc(N2CCN(CC(=O)c3c(C)[nH]c4ccccc34)CC2)c1,10,2.7,21,-6,-0.3,36,0,-8,0
CCC1CCc2[nH]nc(C(=O)O)c2C1 (stereo not given),6,0.3,4,-2,0.3,4,0,-2,8
C=CCNC(=O)c1cc(Cl)ccc1[N+](=O)[O-],2,0.4,0,-3,2.7,-11,3,-1,2
Cc1ccc(S(=O)(=O)Cc2ccc(C(=O)N3CCN(Cc4ccccc4)CC3)o2)cc1,x,-1.1,4,-1,-0.3,-23,-1,11,18
CCn1cc(CN2CCCC(CO)(Cc3cccc(Cl)c3)C2)cn1 (stereo not given),9,1.6,20,-2,-1.6,17,2,-4,2
Oc1ccc(-c2cn3cc(C(F)(F)F)ccc3n2)cc1,11,-4.1,85*,22,1.7,6,2,-4,1
CCCNS(=O)(=O)c1ccc(CCC(=O)Nc2ccc3c(c2)OCO3)cc1,6&4,0.6,-6,10,0.3,7,0,-1,6

# Filtered by structure, the entries above containing an aryl methoxy group.
SMILES,EP2 antag,TNF necrop inh,PPC-1+TRAIL kill,TbHK1 inh,zVAD death inh,CHOP inhibitor,Wee1 stabilizer,FXIa inh 1536,FXIIa inh 1536
COc1ccc(-c2ccc(C#N)c(SCC(=O)OCc3ccccc3)n2)cc1OC,16,-5.6,-8,-3,0.2,2,1,-11,-20
COc1ccc(CC(=O)Nc2ccc3c(c2)CCC3)cc1,4,2.8,24,-5,3.3,13,-1,-4,-3
COc1ccc(C2CC3(CC(C)(C)NC(=O)N3)Oc3cc(O)ccc32)cc1 (stereo not given),12,-0.6,-3,4,1.3,31,-3,-6,-3
COc1ccc(N=C2C(=Nc3ccc(OC)cc3)N(c3ccc(OC)cc3)C(=S)N2c2ccccc2)cc1,9,2.7,2,-39,2.3,5,6,6,21
COc1cc(S(=O)(=O)N2CCC(C(N)=O)CC2)c(C)cc1C,10,-0.7,20,-3,0.8,-6,3,0,-1
COc1ccccc1NC(=O)Cn1nnc(-c2ccccc2NC(=O)c2cnccn2)n1,14&5,-1.8,21,2,-1.1,90*,1,1,2
COc1ccccc1/C=N/OCC(=O)NCc1ccc2c(c1)OCO2,3,1.1,-5,-7,-0.1,-9,3,1,12
COc1ccc(CNC(=S)NC2CCCC2)cc1,10,2.2,7,-9,0.1,0,2,5,10
COc1cc(O)sc1C=Nc1ccc(Cl)cc1Cl,1,-1.0,1,4,1.3,48,4,-3,7
COc1ccc(C(=O)NCCSc2ccccc2)cc1OC,4,0.6,20,14,1.4,3,-1,0,6
COc1cccc(C(=O)N2CCN(Cc3ccccn3)CC2)c1OC,16,-0.2,11,0,1.0,0,0,-4,5
COc1cccc(N2CCN(CC(=O)c3c(C)[nH]c4ccccc34)CC2)c1,10,2.7,21,-6,-0.3,36,0,-8,0
